Compound activity deposited in PubChem BioAssay by several laboratories.
VIM-2 inh: blocks Pseudomonas aeruginosa VIM-2 metallo-beta-lactamase; inhibition, % at 5.6 µM; 290,000 tested, 0.89% active; purified VIM-2, nitrocefin hydrolysis, epi-absorbance fluorescence;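 active = inhibition above the mean of all tested compounds plus 3 SD, cutoff set per screening run, cut at about 7.5% in these data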;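 note: red hydrolysis product quenches plate fluorescence so inhibitors raise well fluorescence; 0% = enzyme with DMSO and 100% = DMSO without enzyme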
SUMO HTRF inh: inhibitors of human SUMOylation (UBC9) | inhibition, % at 35 µM | HTRF SUMOylation assay, SAE1/SAE2 + UBC9, in vitro | 290,000 tested, 0.36% active | AID 2006; in the data active = inhibition above about 50%, passing the limit was not always enough; note: strong numbers were not always called active
Target sequence (P63279 whole entry, looked up): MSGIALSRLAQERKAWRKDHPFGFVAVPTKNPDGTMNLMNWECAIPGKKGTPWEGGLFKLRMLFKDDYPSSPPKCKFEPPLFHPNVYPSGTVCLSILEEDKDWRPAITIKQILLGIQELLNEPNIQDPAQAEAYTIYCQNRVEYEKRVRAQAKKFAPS
PfM18AAP inh: blocks P. falciparum M18 aspartyl aminopeptidase; recombinant PfM18AAP, H-Glu-NHMec fluorogenic cleavage; inhibition, % at 7.35 µM; 290,000 tested, 1.2% active;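 active = inhibition above the campaign mean inhibition over all tested compounds plus 3 SD, cut at about 28% in these data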;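 note: 0% = plate median of test compound wells and 100% = 2 mM ZnCl2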
NS3 helicase inh: HCV NS3 helicase inhibition | NS3 helicase DNA unwinding, Cy5 molecular beacon fluorescence | inhibition, % at 10.9 µM | 290,000 tested, 0.56% active;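 active = inhibition above the mean of all tested compounds plus 3 SD, set per campaign, cut at about 35% in these data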;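 note: 0% = DMSO wells and 100% = thioflavine S control wells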
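System: NS3 helicase fragment of HCV / Schedule: 1 h at 25 °C / Control set: DMSO alone as 0% and 110 µM thioflavine S as 100% / Reagent: Cy5/quencher beacon DNA duplex and ATP to start / Technique: Cy5 fluorescence / Replication: singlicate / Evaluation: % inhibition of end-to-start signal ratio versus controls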
NALP1 inh: NALP1 inhibition; S. cerevisiae NALP1/ASC/caspase-1 growth, X-gal OD620, 72 h; inhibition, % at 10 µM; 280,000 tested, 0.61% active; in the data active = inhibition mostly above about 24%, no sharp cut-off; inactive = mostly below about 32%; note: some compounds called inactive have numbers as strong as hits
FID counter: displaces DNA intercalator in HCV helicase counter-screen; DNA fluorescent intercalator displacement, fluorescence; 290,000 tested, 0.17% active; inhibition, % at 7.9 µM; in the data active = inhibition above about 37%;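 note: 0% = vehicle and 100% = reference compound; higher means more ethidium bromide displaced from hairpin DNA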
MEKK2wt PB1 HTS: raises or lowers MEK5 binding to wildtype human MEKK2 PB1 domain; bead flow cytometry, Alexa488-MEK5 binding to MEKK2 WT; actives lie on both sides; binding response (% of control), % at 10 µM; 290,000 tested, 1.1% active; AID 1531; in the data active = binding response below about 67% or above about 130%
IMP-1 inh: blocks Pseudomonas aeruginosa IMP-1 metallo-beta-lactamase | inhibition, % at 5.6 µM | 290,000 tested, 0.45% active | AID 1556 | purified IMP-1, nitrocefin hydrolysis, epi-absorbance fluorescence;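 active = inhibition above the mean plus 3 SD of all compounds in the same screening run, cut at about 4.5% in these data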;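 note: 0% = IMP-1 with DMSO and 100% = DMSO wells lacking enzyme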
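System: Purified IMP-1 | Read-out basis: Percent enzyme inhibition | Controls: IMP-1 with DMSO as 0%, enzyme-free DMSO as 100% | Replicates: One well per compound | Doses: 5.6 µM nominal single concentration | Detection: Epi-absorbance fluorescence, 480 nm excitation, 530 nm emission | Incubation: 25 °C, 15 min preincubation, 25 min reaction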
MEKK2mut PB1 HTS: signal of MEK5 binding to mutant human MEKK2 PB1 domain. bead flow cytometry, Alexa488-MEK5 binding to MEKK2 mutant. percent response, % at 10 µM. 290,000 tested, 0.35% active. AID 1530; in the data active = percent response above about 24%, passing the limit was not always enough; note: inactives centre near 1; some results filed as inactive read as strong as hits
Numbers without * were called inactive; . = no result given; & = joins results of further samples.

SMILES	VIM-2 inh	SUMO HTRF inh	PfM18AAP inh	NS3 helicase inh	NALP1 inh	FID counter	MEKK2wt PB1 HTS	IMP-1 inh	MEKK2mut PB1 HTS
O=C1CC(N2CCCCC2)C(=O)N1c1ccccc1 (centres undefined)	-3.0	-12	-5	-3	-2	2	113	-0.9	5
O=C(O)c1cc2c(cc1Cl)N1CCCCCC1=NS2(=O)=O	-2.0	7	4	-3	-4	2	96	-4.1	-3
O=S(=O)(CCN1CCSCC1)c1ccc(Cl)cc1	-0.8	-2	3	-3	-6	-2	102	-3.2	1
O=C(NC1CCCC1)c1n[nH]c2ccccc12	1.5	8	-2	5	3	0	103	-1.1	0
CC(C)(ONC(=O)Nc1ccccc1Cl)C(=O)O	1.5	13	-18	-4	30*	1	71	-0.2	-23
Cc1cccc(C)c1NC(=O)C(NC=O)c1ccccc1 (centres undefined)	-0.2	28	-5	1	8	2	108	-4.1	2
COc1ccc([N+](=O)[O-])cc1NC(=S)NC(NC(C)=O)C(Cl)(Cl)Cl (centres undefined)	-1.2	19	9	0	-46	7	95	-1.6	-11
COc1ccc2[nH]c(=O)c(CN(C(=O)NC3CCCCC3)C3CCCC3)cc2c1	0.8	14	0	0	15	-7	94	2.3	-3
COc1ccc(NC(=O)c2ccc3ccccc3n2)cc1S(=O)(=O)N1CCCCC1	-0.6	-5	2	-4	17	-6	97	-0.8	11
CCCCNC(=S)NNC(=O)c1csc(C)c1	-3.0	8	21	5	-4	-6	106	-2.4	2
C#CCOC(=O)CCCNc1ccc([N+](=O)[O-])cc1[N+](=O)[O-]	-4.4	13	5	7	8	4	94	-4.8	-11
Cc1ccc(S(=O)(=O)CC(=O)Nc2nnc(C)s2)cc1	-2.9	-4	-3	10	6	-8	99	-3.1	2
Cc1onc(-c2ccccc2)c1C(=O)Nc1ccc(S(=O)(=O)NC2=NCCCCC2)cc1	-1.0	-27	2	0	-2	-23	101	-2.2	1
CC1=[N+](C)c2ccc3ccccc3c2C1(C)C	-2.0	16	-6	-20	20	-2	.	-3.6	71*
CCCC(=O)N1c2ccccc2[C@@H](N(C(C)=O)c2ccccc2)C[C@H]1C	-1.8	8	-6	8	-6	-32	94	-1.1	-2
O=C1NC2(CCCCC2)N=C1c1ccccc1	1.1	0	-5	-5	9	-3	104	-3.8	1
CCN(CC)CCCNC(=O)c1ccc2c(Cl)c3c(nc2c1)CCCC3	9.3*	10	1	-11	-7	6	98	-2.6	-9
COC(=O)c1ccc(Oc2nc(Nc3ccc(F)cc3)nc(N3CCCC3)n2)cc1	-2.8	-25	0	2	7	-14	99	-3.5	1
COc1ccccc1NS(=O)(=O)c1cccc(NC(=O)Nc2cccc(Cl)c2)c1	-0.5	-48	-2	-4	12	13	134	-2.3	2
CC(=O)N=c1sc2nc3ccccc3nc2n1N(C(C)=O)C(C)=O	1.1	5	15	0	7	-1	100	-5.1	0
COc1ccc(S(=O)(=O)N2CCCCC2)cc1NS(=O)(=O)c1ccccc1F	-1.9	14	6	-9	-2	-6	105	-4.7	-1
O=C(NN=C1CCN(Cc2ccccc2)CC1)C(O)c1ccccc1 (centres undefined)	-2.0	10	-3	6	35	-6	101	-3.6	-2
O=C(NC1CCCCC1)C(c1ccccc1)N(Cc1ccco1)C(=O)Cn1cnc2ccccc21 (centres undefined)	-4.7	4	-1	15	2	-33	97	-4.1	5
CCCCNS(=O)(=O)c1cccc(S(=O)(=O)N2CCCC2)c1	-0.6	21	1	-12	-3	-13	104	-2.3	15
COc1ccccc1-c1nnn(C/C(N)=N/O)n1	2.2	-1	-15	5	28	3	102	-1.7	-1
Cc1c(C)n(C(=O)CN2CCN(c3ccccn3)CC2)c2ccccc12	1.4	-9	2	3	12	-21	108	-2.1	1
COc1ccc(CN2CC(C(=O)N3CCOCC3)CC2=O)cc1 (centres undefined)	-1.1	4	-10	-2	5	0	.	1.4	.
Nc1ccc(Oc2ncccn2)c(Cl)c1	-5.2	10	4	10	0	-2	98	-1.9	-1
COc1ccc(OC)c(CNc2ncc(-c3ccc(F)cc3)n2C)c1	-3.0	2	5	8	27	2	112	-3.9	7
CCCNC(=O)c1ccccc1NS(=O)(=O)c1ccc(OC)c(OC)c1	-0.1	19	-2	0	-138	2	96	-2.1	1
CCOC(=O)C1CCCN(C(=O)c2sc3nc(-c4ccc(OC)cc4)cn3c2C)C1 (centres undefined)	-1.1	16	13	-14	11	-26	.	-0.3	.
Cc1ccccc1CC(=O)N1CCN(S(=O)(=O)c2cccs2)CC1	-1.2	6	-1	6	9	-17	104	-3.0	6
COc1ccc(-c2csc(N3CCN(Cc4ccc5c(c4)OCO5)CC3)n2)cc1	-1.6	5	-2	-2	7	0	111	-1.4	8
O=C(c1cccs1)N1CCN(C(=O)C(c2ccccc2)c2ccccc2)CC1	-2.3	22	8	-12	9	-33	98	-2.8	1
CCC1(C)Cc2c(C#N)c(N)n(-c3ccccc3)c(=S)c2CO1 (centres undefined)	-0.8	26	8	-11	-8	1	98	-1.9	-1
CN(CC(=O)NCCc1ccc(F)cc1)Cc1ccccc1	-1.6	1	2	13	13	-7	95	-2.8	2
Cc1ccc(S(=O)(=O)N2CCC(C(=O)NCCCOC(C)C)CC2)cc1	2.4	22	-17	-1	4	-20	107	4.4	3
COC(=O)c1cccc(NC(=O)NC(=O)c2ccccc2Cl)c1	-0.4	8	-9	0	8	-6	97	-4.7	-2
CC(C)OC(=O)Cn1cnc2ccc(Br)cc2c1=O	-0.2	9	-2	5	8	2	108	-0.9	2
CCc1nnc2c(NCCc3ccc(OC)c(OC)c3)nc3ccccc3n12	15*	6	1	-10	8	-41	102	-1.9	2
c1ccc(COC2CCCN(Cc3nc(-c4cccs4)no3)C2)nc1 (centres undefined)	-0.8	16	-5	5	2	-23	100	-1.8	-3
O=C(NC(Cc1ccccc1)C(=O)O)/C(=C/c1ccco1)NC(=O)c1cccc([N+](=O)[O-])c1 (centres undefined)	-0.9	10	2	17	-6	-23	101	-0.7	7
CCOC(=O)CSc1nnc(-c2ccc([N+](=O)[O-])cc2)o1	-2.8	20	4	-6	11	-1	90	-2.7	-8
Cc1nc2cc(C(F)(F)F)ccc2n1CCNc1nc(-c2ccc(F)cc2)cs1	-0.4	-12	10	-5	29	-8	101	-14	-3
CCCCc1nc2ccccc2n2cc3c(=O)n(C)c(=O)n(C)c3c12	0.1	.	-2	-6	.	-2	.	-1.1	.
CC(C)C(c1nnnn1C1CCCC1)N1CCN(c2ccccc2F)CC1 (centres undefined)	-0.8	17	-5	-3	6	-8	103	-0.7	2
CC(=O)Oc1ccc(-c2ccc(C(=O)Nc3cccc(S(=O)(=O)N4CCOCC4)c3)cc2)cc1	-1.5	-3	3	-4	25	-15	107	-0.1	0
CCC(=O)NC(Nc1cc(C)cc(C)n1)(C(F)(F)F)C(F)(F)F	-3.4	12	-5	9	6	0	95	-1.7	4
Cc1nn2cc(-c3ccc(N)cc3)nc2s1	-1.5	8	0	-4	-2	-15	98	-1.2	4
O=C(Nc1sc(-c2ccccc2)cc1C(=O)O)c1ccccc1	-3.3	15	2	6	9	13	103	-2.1	1
COc1ccccc1N1CCN(C(=O)c2ccc3[nH]c4c(c3c2)CCCC4)CC1	-1.8	4	-6	1	44	-31	107	-1.8	1
COC(=O)C(Cc1ccccc1)NC(=O)c1cccc(S(=O)(=O)N(C)C)c1 (centres undefined)	-1.9	17	-1	-1	9	-6	94	0.3	-7
CCCNC(=O)OC[C@H]1O[C@H](CCO/N=C/C[C@@H]2C=C[C@H](OC(C)=O)[C@@H](COC(C)=O)O2)C=C[C@@H]1Oc1ccc(OC)cc1	-0.8	-23	2	-12	18	-43	102	-4.5	-2
Cc1ccc(-c2nc(SCC(=O)N(C)c3c(N)n(Cc4ccccc4)c(=O)[nH]c3=O)n[nH]2)cc1	-1.8	14	-6	5	15	-37	93	-1.4	-5
CCCCC1=NC2(CCCC2)C(=O)N1Cc1ccc(-c2ccccc2-c2nn[nH]n2)cc1	-3.2	1	6	7	3	-39	99&91	-1.7	1&-1
CCOc1ccc(C(CC(=O)O)NC(=O)c2cccs2)cc1 (centres undefined)	-2.5	-10	2	-2	11	-1	99	-1.8	-3
COC(=O)c1sc(N2C(=O)c3oc4ccccc4c(=O)c3C2c2cccs2)nc1C (centres undefined)	-1.0	9	-2	0	-4	-2	98	-2.4	-3
O=C1CC(N2CCN(c3cccc(C(F)(F)F)c3)CC2)C(=O)N1c1ccc(F)cc1 (centres undefined)	-3.9	7	-13	11	4	-20	102	-5.5	0
C#CCOCCOCCOCCNc1nc(N2CCN(C(=O)[C@H](CCCCN)n3cc(C(N)CC(C)C)nn3)CC2)nc(N2CCN(C(=O)[C@H](CCC(=O)O)n3cc(C(N)[C@H](C)CC)nn3)CC2)n1 (some centres undefined)	-0.7	15	-1	-39	7	30	107	-2.8	10
COc1ccc(CN(C(=O)c2cc(=O)c3ccccc3o2)C2CCS(=O)(=O)C2)cc1OC (centres undefined)	-1.8	6	-4	-4	0	-20	107	-2.7	4

Structural class, the entries above with a nitro group on carbon (4)
SMILES	VIM-2 inh	SUMO HTRF inh	PfM18AAP inh	NS3 helicase inh	NALP1 inh	FID counter	MEKK2wt PB1 HTS	IMP-1 inh	MEKK2mut PB1 HTS
COc1ccc([N+](=O)[O-])cc1NC(=S)NC(NC(C)=O)C(Cl)(Cl)Cl (centres undefined)	-1.2	19	9	0	-46	7	95	-1.6	-11
C#CCOC(=O)CCCNc1ccc([N+](=O)[O-])cc1[N+](=O)[O-]	-4.4	13	5	7	8	4	94	-4.8	-11
O=C(NC(Cc1ccccc1)C(=O)O)/C(=C/c1ccco1)NC(=O)c1cccc([N+](=O)[O-])c1 (centres undefined)	-0.9	10	2	17	-6	-23	101	-0.7	7
CCOC(=O)CSc1nnc(-c2ccc([N+](=O)[O-])cc2)o1	-2.8	20	4	-6	11	-1	90	-2.7	-8

(list continues)
SMILES	VIM-2 inh	SUMO HTRF inh	PfM18AAP inh	NS3 helicase inh	NALP1 inh	FID counter	MEKK2wt PB1 HTS	IMP-1 inh	MEKK2mut PB1 HTS
CC(C)(C)OC(=O)CNC(=O)c1[nH]cnc1C(=O)NCCCCCNC(=O)OC(C)(C)C	-3.2	-11	0	-8	7	-47	100	-3.7	2
O=C(NC1CCOCC1)C1CCC(=O)N(CCc2ccc(Cl)cc2)C1 (centres undefined)	1.0	-4	3	-7	11	-8	100	-0.9	-1
CC(C)Oc1ccc(CNC(=S)N/N=C/c2ccc([N+](=O)[O-])cc2)cc1	-4.0	-1	-6	-11	0	-7	94	-2.9	-7
CC1CCN(CC(=O)Nc2ccc(S(=O)(=O)N3CCCCC3)cc2)CC1	0.2	-11	0	-5	20	8	96	-1.6	-8
COCCNC(=O)CSc1ncnc2sc(-c3ccccc3)cc12	-1.9	17	-9	1	19	0	102	-2.6	7
COc1ccc(/C(N)=N/OC(=O)c2cccc([N+](=O)[O-])c2)cc1OC	-0.5	20	0	-3	22	2	80	2.0	-19
CN(C)c1c(F)cc(C(=O)NC(=O)NCc2cccnc2)cc1F	0.1	2	3	4	13	-27	101	0.6	0
CC(C)[C@H](NS(=O)(=O)c1cccc(C(F)(F)F)c1)C(=O)OCC(N)=O	-2.1	4	-2	2	13	-2	88	-1.0	-5
CCc1ccc(C(=O)OCC(=O)c2c(N)n(CC(C)C)c(=O)n(C)c2=O)cc1	0.2	-14	-16	-5	-1	-23	92	-1.6	-13

Random draw from the library; 4.7% or so of the library scored in one or more.
